# Screens: PubChem, The Scripps Research Institute Molecular Screening Center
# TEAD-YAP inh: TEAD-YAP interaction inhibition, primary screen, TEAD-YAP interaction inhibitor project, luminescence, HEK-TIYL cells; TEAD-Gal4/YAP UAS-luciferase luminescence; AID 1259422, 2018; 640,000 tested, 1.4% active; inhibition, % at 9.12 µM; in the data active = inhibition above about 32%;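 note: 0% = median of test compound wells and 100% = reference inhibitor wells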
# GPR151 ag: activators of human GPR151, primary screen, cell-based, PathHunter beta-arrestin, luminescence. PathHunter beta-arrestin GPR151 cells. AID 1508602, 2020. 650,000 tested, 1% active. G-protein coupled receptor 151 (Homo sapiens), Q8TDV0. activation, % at 11.2 µM; in the data active = activation above about 4.9%;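 note: 0% = median of compound wells and 100% = cells with positive control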
# Target sequence (Q8TDV0 whole entry, looked up): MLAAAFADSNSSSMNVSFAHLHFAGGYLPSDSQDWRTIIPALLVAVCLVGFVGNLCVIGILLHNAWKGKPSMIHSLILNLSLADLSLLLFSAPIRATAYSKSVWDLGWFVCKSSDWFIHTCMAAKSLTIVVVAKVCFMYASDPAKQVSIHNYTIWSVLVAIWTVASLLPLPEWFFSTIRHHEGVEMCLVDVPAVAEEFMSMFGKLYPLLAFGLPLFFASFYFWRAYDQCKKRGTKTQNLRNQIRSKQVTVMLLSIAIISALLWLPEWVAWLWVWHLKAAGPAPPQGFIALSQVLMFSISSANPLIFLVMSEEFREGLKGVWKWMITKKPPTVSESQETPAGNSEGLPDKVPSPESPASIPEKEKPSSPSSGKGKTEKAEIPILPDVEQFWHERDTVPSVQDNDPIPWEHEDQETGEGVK
# FBW7 act: FBW7 E3 ligase activators, primary screen, biochemical, AlphaScreen, human. F-box/WD repeat-containing protein 7 (Homo sapiens), Q969H0. AlphaScreen FBW7–phospho-cyclin E peptide binding, activator screen. normalized activity (activation), % at 26.1 µM. 650,000 tested, 0.13% active; in the data active = normalized activity above about 1.9%;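 note: purified mutant Fbw7 with reduced substrate affinity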
# Target sequence (Q969H0 whole entry, looked up): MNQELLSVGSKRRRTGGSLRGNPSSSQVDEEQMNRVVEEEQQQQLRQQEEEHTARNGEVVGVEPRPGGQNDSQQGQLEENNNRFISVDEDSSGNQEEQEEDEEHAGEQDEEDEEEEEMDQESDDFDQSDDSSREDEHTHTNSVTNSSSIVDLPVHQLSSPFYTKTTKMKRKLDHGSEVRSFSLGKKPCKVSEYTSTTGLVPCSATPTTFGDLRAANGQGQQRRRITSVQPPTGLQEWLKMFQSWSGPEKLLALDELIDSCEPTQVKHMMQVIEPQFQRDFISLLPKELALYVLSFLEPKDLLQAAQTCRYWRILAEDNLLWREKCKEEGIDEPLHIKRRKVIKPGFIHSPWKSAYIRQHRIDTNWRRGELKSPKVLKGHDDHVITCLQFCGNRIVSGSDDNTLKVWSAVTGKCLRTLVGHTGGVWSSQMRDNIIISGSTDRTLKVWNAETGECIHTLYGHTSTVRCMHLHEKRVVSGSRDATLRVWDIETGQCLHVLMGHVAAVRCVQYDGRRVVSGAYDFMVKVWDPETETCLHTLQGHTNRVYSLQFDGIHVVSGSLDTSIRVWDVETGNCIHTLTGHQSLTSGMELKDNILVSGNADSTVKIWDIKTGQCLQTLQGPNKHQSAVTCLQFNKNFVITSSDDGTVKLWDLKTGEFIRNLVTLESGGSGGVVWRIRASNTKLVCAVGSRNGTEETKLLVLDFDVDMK
# MITF inh: MITF inhibitors, primary screen, biochemical, AlphaScreen, human; AlphaScreen MITF homodimerization, bead proximity signal; 650,000 tested, 0.91% active; inhibition, % at 2.6 µM; Microphthalmia-associated transcription factor (Homo sapiens), O75030; in the data active = inhibition above about 50%;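 note: 0% = vehicle wells with protein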
# * hit, by the source's call; . = no result given; & = joins results of further samples; ! = not confirmed by another sample.
SMILES,TEAD-YAP inh,GPR151 ag,FBW7 act,MITF inh
N#CC1(c2ccccc2)CCN(C2CC(=O)N(c3cccc(F)c3)C2=O)CC1 (centres undefined),10.7,1.0,-0.1,16.8
CC(c1ccccc1)n1c(C=O)nc2ccccc21 (centres undefined),20.0,0.0,-0.3,-7.3
COc1cccc(C2C(C#N)=C(N)Oc3c2c(=O)oc2ccccc32)c1OC(=O)c1ccco1 (centres undefined),-18.6,-1.1,0.1,-0.6
CCOC(=O)C1(c2ccccc2)CCN(CC(=O)Nc2cccc(Cl)c2)CC1,-16.1,-0.4,0.7,12.4
CC1(C)Cc2cccc(OCC(=O)N3CC4CC(C3)c3cccc(=O)n3C4)c2O1 (centres undefined),-1.8,-0.9,0.2,3.3
O=c1c2ccccc2nc(-c2ccccc2)n1-c1ccccc1,0.0,-0.4,-0.2,-10.6
COc1cccc(CN2CCN(c3ccccc3C)CC2)c1OC,-8.4,0.0,-0.1,44.8
N#CCCn1cc(C(=O)Nc2ccccc2Cl)c(-c2cccc([N+](=O)[O-])c2)n1,2.8,-0.3,-0.1,-0.7
COc1ccc2c(c1)COC1(CCN(C(=O)NC3CCCCC3)CC1)O2,-1.6,0.1,0.2,-8.2
Cc1ccc(Cl)cc1-n1c(/C=C/c2cccc(F)c2)nc2ccccc2c1=O,5.7,-0.2,0.1,-2.7
CCc1cccc(NC(=O)C(Cl)(Cl)Cl)c1,10.7,0.8,0.1,4.5
CCCNC(=O)N1C2CCC1CC(O)(c1cccnc1)C2 (centres undefined),1.8,1.0,0.3,2.0
COc1ccc2ccccc2c1CN1CCN(C(=O)Cc2ccccc2)CC1,2.8,-1.3,0.2,54.7*
c1ccc(CC(NCc2ccncc2)c2ccccc2)cc1 (centres undefined),7.4,-0.8,-0.3,-3.3
COc1ccccc1OCC(=O)N1CCN(Cc2nc(-c3ccc(F)cc3)cs2)CC1,19.1,2.8,0.5,8.3
Cc1cccc(C)c1OC(=O)Cc1ccccc1,4.9,0.0,-0.1,-9.0
CCN1CCN(CC(c2ccccc2)c2ccccc2)CC1,6.4,0.3,-0.4,46.2
Cc1ccc2c(c1)C1CN(C)CCC1N2C(=O)/C(C#N)=C/c1ccc2c(c1)OCO2 (centres undefined),-3.0,0.8,-0.1,14.2
COc1ccc(CN2CC3CC(C2)c2cccc(=O)n2C3)cc1Br (centres undefined),-13.6,-1.4,-0.1,-14.6
N#CC(C#N)=Cc1ccc(O)c(O)c1,7.8,-1.4&2.4,-0.2&-0.1,74.1*!
COc1ccc(-c2ccc(C=C3C(=O)NC(=S)NC3=O)o2)cc1[N+](=O)[O-],12.6,-0.6,-0.8,6.3
CCOP(=S)(CC(=O)NNc1cccc(C(F)(F)F)c1)OCC,-3.1,-0.4,0.1,6.9
CC1=C(Br)C(=O)C(C(C)C)=C(Br)C1=O,7.4,4.2,-0.1,-5.2
CN(C)/C=C(\C=[N+](C)C)c1n[nH]c(/C(C=[N+](C)C)=C/N(C)C)c1[N+](=O)[O-],5.9,1.7,0.1,3.3
N#CC(C#N)=Cc1ccccc1OCCO,6.2,0.4,-0.2,3.0
CCN(CC)CCO[C@H]1CC[C@@]2(C)C(=CC[C@@H]3[C@@H]2CC[C@]2(C)C(=O)CC[C@@H]32)C1,.,-1.3,.,-3.0
O=c1c(O)c(-c2ccc(O)c(O)c2)oc2c(O)c(O)cc(O)c12,-17.6,3.9,-0.4,57.2*
CC1CCCCC1NC(=O)CN1C2CCC1CC(O)(c1nccn1C)C2 (centres undefined),-1.8,-0.7,0.0,-8.5
COc1ccccc1-n1c(/C=C/c2ccc(Cl)cc2)nc2ccccc2c1=O,-1.5,-0.4,0.3,12.1
COc1ccccc1NC1=NCCS1,-12.2,-0.2,0.0,1.5
CCCN(CCC)C1CCc2ccc(O)cc2C1 (centres undefined),-1.5,0.0&-0.9,-0.2&-0.1,-1.4&-3.3
N#Cc1ccc(NC(=O)COC(=O)CSc2ccccc2)cc1Cl,-0.5,-0.7,1.0,16.8
C[N+](C)(C)CC(=O)Nc1ccc(Br)cc1C(=O)c1ccccc1Cl,-8.5,0.5,-0.1,7.3
Cc1cc(NC(=O)CCC(=O)N2CCC3(CC2)OCCO3)no1,-2.8,-0.5,-0.1,-14.6
CN1CN/C(=N\[N+](=O)[O-])N(c2ccccc2)C1,7.5,-0.8,0.0,11.7
O=C(CN1CCOCC1)c1ccc2cc[nH]c2c1,-9.3,-0.1,0.0,-4.2
O=c1c2ccc(Cl)cc2[nH]c(=S)n1-c1ccc(F)cc1,2.3,-1.1,0.1,-10.2
Cc1cc(N2C(=O)C3CCCN3C2c2ccccc2F)no1 (centres undefined),4.6,1.1,-0.1,-1.7
CCN1CCN(c2ccc(NC(C)=O)cc2Cl)CC1,-1.3,0.4,-0.1,-2.0
O=c1c2ccccc2nc(/C=C/c2cccc(F)c2)n1-c1cccc(Cl)c1,8.8,-1.1,0.0,2.6
CCCCC/C=C\C/C=C\C/C=C\C/C=C\CCCC(=O)NCCCl,.,-1.3,.,-2.4
Cc1ccc(N2Cc3ccccc3C2=N)cc1,-13.5,-1.6,-0.1,5.3
CCSc1ccc(C[N+](C)(C)C)s1,-0.7,-1.4,0.1,11.4
O=C1CC(=O)N(c2ccc(F)cc2)C(=O)N1,7.2,0.3,0.3,-19.2
C[C@]12CC[C@@H](O)C[C@@H]1CC[C@@H]1[C@@H]2CC[C@]2(C)C(=O)CC[C@@H]12,.,0.9,1.2,9.3
CCc1ccc(CN2CCN(Cc3ccccc3Cl)CC2)cc1,-2.8,-0.3,-0.3,67.6*
CCCC(C)C1(CC)C(=O)NC(=O)NC1=O (centres undefined),-0.9&1.9,-1.6&3.4&-0.2,-0.1&-0.1&1.4,0.1&-12.8&15.8
CC[C@@H](CO)NC(=O)[C@@H]1C=C2c3cccc4c3c(cn4C)C[C@H]2N(C)C1,.,-1.3,-0.2,19.6
O=C1CN=C(c2ccccc2)c2ccccc2N1,6.5,0.6,1.1,5.2
CC(=O)Nc1ccc(OC(=O)N2CCCCC2)cc1,8.3,1.3,0.3,-4.4
CN(C)C1=C(C#N)C(c2ccccc2)=NP(N(C)C)(N(C)C)=N1,7.7,0.9,-0.1,-6.8
CCCCOC(=O)C1N2CCC(CC2)C1(O)C#N (centres undefined),-9.7,0.9,0.2,11.0
C=CCOC(=O)C1=C(N)OC(C)=C(C(=O)OC(C)(C)C)C12C(=O)Nc1ccccc12 (centres undefined),10.7,-0.6,0.2,0.7
Cc1cc(C)cc(-n2c(/C=C\c3cccc(Br)c3)nc3ccccc3c2=O)c1,-0.7,-0.9,-0.1,0.4
CC1(C)C2CC=C(CN3CCN(c4ccccn4)CC3)C1C2 (centres undefined),0.1,-1.3,-0.1,28.7
CCCCCCCCCC(=O)OC[C@H](COP(=O)(O)OCC[N+](C)(C)C)OC(=O)CCCCCCCCC,.,0.2,.,-13.4
CCc1nc2ccccc2c(=O)n1-c1ccc([N+](=O)[O-])cc1,-42.6,-0.1,-0.1,10.8
COc1cccc(N2C(=O)NC(=O)/C(=C/c3ccc(C)s3)C2=O)c1,-30.3,-1.2,-0.1,12.9
Cc1cc(-n2c(/C=C/c3ccccc3F)nc3ccccc3c2=O)ccc1Br,3.3,-0.4,0.0,-5.4
CN(C)C(=O)On1c(-c2ccccc2)nc2ccc([N+](=O)[O-])cc21,-59.8,-3.9,-0.1,9.4

# 2 entries picked at random from those above:
SMILES,TEAD-YAP inh,GPR151 ag,FBW7 act,MITF inh
CCc1ccc(CN2CCN(Cc3ccccc3Cl)CC2)cc1,-2.8,-0.3,-0.3,67.6*
CC(=O)Nc1ccc(OC(=O)N2CCCCC2)cc1,8.3,1.3,0.3,-4.4

# Next section.
SMILES,TEAD-YAP inh,GPR151 ag,FBW7 act,MITF inh
O=C1CC(=O)N(c2cccc(Cl)c2Cl)C(=O)N1,2.4,-0.8,0.0,18.1
CC(Cc1cccc(C(F)(F)F)c1)NCCCc1ccccc1 (centres undefined),.,9.1*,0.0,-9.1
O=C(Cn1c(=O)n(CC2CS2)c2ccccc21)N1CCCCC1 (centres undefined),-8.3,-0.2,-0.2,8.1
CCOP(=S)(OCC)C(O)c1ccccc1 (centres undefined),0.2,2.4,-0.1,5.7
O=c1c2ccccc2[nH]c(=S)n1-c1ccc(C(F)(F)F)cc1,0.5,-0.1,-0.1,1.2
O=C(Nc1cccc(OC(=O)N2CCCCC2)c1)N1CCCCC1,3.7,0.9,0.1,8.1
C=CCc1ccc2c(c1)OCO2,8.1,-0.8,0.0,3.8
CCn1c(SCC(=O)N2c3ccc(C)cc3C3CN(C)CCC32)nc2c1c(=O)n(C)c(=O)n2C (centres undefined),-0.7,0.1,0.0,-7.0
COc1ccc(NC(=O)C2C(C)(C)C2(C)C)cc1,0.4,-0.3,0.0,-7.6
Cc1ccc(C[N+](C)(C)C)o1,.,0.0,-0.1,-0.5
CC/C(=N\O)c1c(C)n(C)c2ccccc12,8.4,2.7,-0.2,-3.2
CC(=O)n1nc(-c2nonc2C)c2nonc21,-10.6,-8.2,0.0,4.7
CC(C)N1CCN(Cc2cccc([N+](=O)[O-])c2)CC1,-20.3,1.2,0.1,67.4*
FC(F)(F)c1nc2nccc(C3CCNCC3)n2n1,-3.2,1.3,0.0,-4.9
O=P1(Nc2ccc(F)cc2)COc2ccccc2OC1,-0.8,0.7,0.0,-2.4
CCCC12CN3CC(C)(CN(C1)C3c1cccnc1)C2=O (centres undefined),7.9,0.0,0.1,-8.1
CCCC1(CCC)C(=O)NC(=Nc2ccc(OC)cc2)NC1=O,11.3,1.3,0.0,-6.5
C[C@]12CC[C@H](OS(=O)(=O)O)CC1=CC[C@@H]1[C@@H]2CC[C@]2(C)C(=O)CC[C@@H]12,-2.2,-0.1,0.1,1.4
O=C(COc1ccccc1[N+](=O)[O-])Nc1ccc(Cl)cc1C(=O)c1ccccc1,8.9,1.2,-0.1,5.5
Cc1ccc(-n2c(=S)[nH]c3cc(Cl)ccc3c2=O)cc1C,5.5,-1.2,0.0,9.2
COC(=O)[C@@H](N)CCCN=C(N)N[N+](=O)[O-],.,-1.0,-0.1,-1.8
CN(C)CP(=O)(Nc1ccccc1)N(C)C (centres undefined),7.2,1.5,0.0,2.1
CCc1nc2ccccc2c(=O)n1-c1ccccc1Cl,-4.2,0.4,0.0,-6.2
O=C(CN1C(=O)COc2ccccc21)N1CCC2(CC1)OCCO2,-3.3,-1.4,0.3,11.1
Cc1ccc(/C=C2\N=C(c3cncc(Br)c3)OC2=O)o1,-4.2,0.1,-0.1,15.1
COc1ccc(Br)cc1CN1CCN(C(=O)Cc2ccccc2)CC1,9.1,0.3,-0.3,45.3
CCc1cccc(CC)c1NC(=S)N1CC2CC(C1)c1cccc(=O)n1C2 (centres undefined),-4.3,-0.7,0.2,-24.2
CN1CCCN(Cc2c[nH]c3ccccc23)CC1,5.5,-1.4,0.1,47.3
O=C1CSC(c2ccccc2)c2c(n(C3CCCC3)[nH]c2=O)N1 (centres undefined),0.8,-0.2,0.0,2.4
N#Cc1ccc(NC(=O)COC(=O)C2CC2)cc1Cl,-8.6,2.2,-0.1,3.3

# For reference, 13 of the compounds above.
SMILES,TEAD-YAP inh,GPR151 ag,FBW7 act,MITF inh
O=c1c(O)c(-c2ccc(O)c(O)c2)oc2c(O)c(O)cc(O)c12,-17.6,3.9,-0.4,57.2*
CC1CCCCC1NC(=O)CN1C2CCC1CC(O)(c1nccn1C)C2 (centres undefined),-1.8,-0.7,0.0,-8.5
COc1ccccc1-n1c(/C=C/c2ccc(Cl)cc2)nc2ccccc2c1=O,-1.5,-0.4,0.3,12.1
COc1ccccc1NC1=NCCS1,-12.2,-0.2,0.0,1.5
CCCN(CCC)C1CCc2ccc(O)cc2C1 (centres undefined),-1.5,0.0&-0.9,-0.2&-0.1,-1.4&-3.3
N#Cc1ccc(NC(=O)COC(=O)CSc2ccccc2)cc1Cl,-0.5,-0.7,1.0,16.8
C[N+](C)(C)CC(=O)Nc1ccc(Br)cc1C(=O)c1ccccc1Cl,-8.5,0.5,-0.1,7.3
Cc1cc(NC(=O)CCC(=O)N2CCC3(CC2)OCCO3)no1,-2.8,-0.5,-0.1,-14.6
CN1CN/C(=N\[N+](=O)[O-])N(c2ccccc2)C1,7.5,-0.8,0.0,11.7
O=C(CN1CCOCC1)c1ccc2cc[nH]c2c1,-9.3,-0.1,0.0,-4.2
O=c1c2ccc(Cl)cc2[nH]c(=S)n1-c1ccc(F)cc1,2.3,-1.1,0.1,-10.2
Cc1cc(N2C(=O)C3CCCN3C2c2ccccc2F)no1 (centres undefined),4.6,1.1,-0.1,-1.7
CCN1CCN(c2ccc(NC(C)=O)cc2Cl)CC1,-1.3,0.4,-0.1,-2.0

# New compounds follow
SMILES,TEAD-YAP inh,GPR151 ag,FBW7 act,MITF inh
CC(=O)c1ccc(NC(=O)c2sc3nc4c(cc3c2N)C2CCN4CC2)cc1,-22.0,-0.9,-0.1,-3.5
O=c1c2cc(F)ccc2nc(N2CCCCC2)n1-c1ccc(Cl)cc1Cl,-10.0,0.2,-0.1,-7.2
CCOC(=O)CN1C(=O)C2(C(C#N)=C(N)OC(C)=C2C(=O)OC)c2ccccc21 (centres undefined),6.5,-0.3,-0.1,14.2
CC(C)NC(=O)Cn1cc(C(=O)c2ccccc2)c2ccccc21,6.2,-0.7,0.0,0.8
O=c1cccc2n1CC1CC2CN(Cc2ccccc2C(F)(F)F)C1 (centres undefined),-3.2,-0.5,-0.1,-8.0
CCC(C)N1CCN(Cc2ccccc2[N+](=O)[O-])CC1 (centres undefined),7.3,1.0,-0.1,74.4*

# The list is partial; count on the stated rates, not on these rows.
